Screening results from PubChem.
MIN6 prolif – induces beta-cell replication in MIN6 cells | 0.29% of 330,000 active | proliferation, % at 10 µM | AID 2380 | MIN6 cells proliferation, ATPlite luminescence, 48 h; cells starved in 0.2% serum; 100% = growth in 10% serum;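 active = compounds whose signal lies at least 3.5 SD above the mean of all wells on their plate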;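 note: 0% = DMSO-treated cells in low-serum medium and 100% = 10% serum control; some compounds called inactive have numbers as strong as hits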
A3G deaminase – APOBEC3G (human) deaminase inhibition; Q9HC16; recombinant A3G, ssDNA deamination FAM/TAMRA fluorescence; inhibition, % at 20 µM; 0.28% of 330,000 active;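 active = inhibition of at least 40% at 20 µM, with no more than 30% in the related APOBEC3A deaminase screen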;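 note: plate controls were DMSO wells with A3G for no effect and wells lacking A3G enzyme for full effect; some compounds called inactive have numbers as strong as hits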
Target sequence (Q9HC16 whole entry, looked up): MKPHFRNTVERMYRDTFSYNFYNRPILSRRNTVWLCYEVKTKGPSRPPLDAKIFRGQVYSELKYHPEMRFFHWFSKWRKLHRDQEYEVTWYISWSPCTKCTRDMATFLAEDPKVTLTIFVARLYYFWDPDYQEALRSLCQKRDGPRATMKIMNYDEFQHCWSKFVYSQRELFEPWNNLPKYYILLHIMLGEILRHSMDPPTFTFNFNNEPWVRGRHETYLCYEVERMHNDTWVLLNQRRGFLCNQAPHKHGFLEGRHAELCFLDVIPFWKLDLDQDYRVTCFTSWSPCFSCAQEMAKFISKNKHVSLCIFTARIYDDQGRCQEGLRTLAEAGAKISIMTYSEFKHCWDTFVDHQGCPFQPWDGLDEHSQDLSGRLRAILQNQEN
mIAP block – mouse IAP inhibition; purified mouse IAP, CDP-Star luminescence, 30 min; inhibition, % at 10 µM; 0.2% of 330,000 active;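 active = inhibition of at least 40% at 10 µM in the primary screen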;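 note: plate controls were DMSO with enzyme for no effect and no enzyme wells for full effect; values of inactives mirror those of a sister screen read the other way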
hIAP block – blocks human intestinal alkaline phosphatase | purified IAP, CDP-Star luminescence, 30 min | 0.12% of 330,000 active | inhibition, % at 10 µM | P09923;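 active = inhibition reaching a set limit with compound at 10 µM in the primary screen, cut at about 35% in these data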;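 note: plate controls were DMSO wells with enzyme for no effect and no-enzyme buffer wells for full effect; values of inactives mirror those of a sister screen read the other way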
mIAP activ – mouse IAP activation | AID 2805 | activation factor at 10 µM | muIAP, CDP-Star luminescence, 30 min; hits give high values; 1 = vehicle-only enzyme signal, 0 = enzyme-free wells | 0.24% of 330,000 active;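 active = activation factor of at least 2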; note: the source names both 10 and 20 µM as test concentration; values of inactives mirror those of a sister screen read the other way
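Assay system: mouse IAP enzyme; reagent: chemiluminescent substrate CDP-Star; dosing: test compounds delivered from DMSO solution; schedule: 30 min at room temperature; measured by: luminescence from enzymatic CDP-Star hydrolysis; controls: DMSO-only wells and no-enzyme negative control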
ATG4B inh – blocks human ATG4B protease cleavage of LC3 substrate. Q9Y4P1. ATG4B cleavage of LC3-PLA2, NBD-HPC fluorescence, 1 h. 0.51% of 340,000 active. inhibition, % at 8.33 µM; in the data active = inhibition above about 40%
hIAP activ – human IAP activation; P09923; purified human IAP, CDP-Star luminescence, 30 min; hits give high values; 1 = vehicle-only enzyme, 0 = enzyme-free background; activation factor at 10 µM; 0.16% of 330,000 active;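 active = activation factor of the enzyme at least 2-fold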; note: the source names both 10 and 20 µM as test concentration; values of inactives mirror those of a sister screen read the other way
MPTP inh – blocks calcium-induced mitochondrial swelling; isolated mouse mitochondria, Ca2+ swelling absorbance, 30 min; inhibition, % at 10 µM; 1.4% of 360,000 active;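 active = inhibition of 50% or more, scaled per plate between neutral and stimulator controls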;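 note: 0% = DMSO wells given calcium and 100% = 1 mM EGTA wells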
A3A deaminase – human APOBEC3A DNA deaminase inhibition; 0.41% of 330,000 active; inhibition, % at 20 µM; recombinant A3A, FAM/TAMRA ssDNA deamination fluorescence;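 active = at least 40% inhibition at 20 µM here, with at most 30% in a related deaminase screen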;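 note: plate controls were A3A with DMSO for no effect and wells lacking A3A enzyme for full effect; some results filed as inactive read as strong as hits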
Target sequence (P31941 whole entry, looked up): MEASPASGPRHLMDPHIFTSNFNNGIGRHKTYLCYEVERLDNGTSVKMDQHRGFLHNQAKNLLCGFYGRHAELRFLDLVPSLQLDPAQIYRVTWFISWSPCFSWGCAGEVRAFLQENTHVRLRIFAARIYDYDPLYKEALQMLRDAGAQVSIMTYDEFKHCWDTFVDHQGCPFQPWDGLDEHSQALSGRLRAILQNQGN
Active calls of the source: *; · = not tested or not shown. This is a random part of the collection; overall some 3.3% were active at least once.

Molecule,hIAP block,A3G deaminase,A3A deaminase,mIAP block,hIAP activ,ATG4B inh,MIN6 prolif,mIAP activ,MPTP inh
COc1cccc(Oc2ccc(OC)cc2C(=O)O)c1,-55,-6,0,-6,1.6,-8,-2,1.1,-0.2
COc1ccc(C2=NC(=O)NC2c2ccc(OC)cc2)cc1 (stereo not given),4,-5,-1,-7,0.96,5,0,1.1,0.0
Cc1ccc(OCCNCC(O)COc2ccccc2)cc1 (stereo not given),-8,0,3,0,1.1,-2,0,1,2.2
CN1CCN(Cc2c(O)ccc3cc(Br)ccc23)CC1,0,-7,-4,2,1,-4,-2,0.98,·
Cc1occc1C(=O)N/N=C/c1ccc2c(c1)OCO2,5,-3,-1,-10,0.95,20,-1,1.1,2.5
CCSc1ccccc1C(=O)Nc1cc(OC)c(OC)c(OC)c1,-8,-2,1,-3,1.1,-1,0,1,-0.8
O=[N+]([O-])c1ccccc1Sc1nccn1Cc1ccccc1,3,-12,1,5,0.97,3,0,0.95,0.8
CC(C)CC(=O)Nc1cc2c3c(c1)C(C)C(=O)N3CCC2 (stereo not given),3,-3,-1,1,0.97,-2,-2,0.99,-0.5
CCOc1cc(-c2nc3cc(C)ccn3c2NCC2CCCO2)ccc1O (stereo not given),-54,1,-2,0,1.5,-9,1,1,-0.2
CCN(C(=O)Cn1nc(C)c([N+](=O)[O-])c1C)c1c(N)n(Cc2ccccc2)c(=O)[nH]c1=O,-13,-7,2,0,1.1,0,2,1,-0.8
COc1ccc(OC)c2c(C)cc(NCCN3CCOCC3)nc12,12,-1,2,-4,0.88,-4,-1,1,-0.8
CCN(CC)S(=O)(=O)c1cccc(C(=O)/C=C2/N(C)c3ccccc3C2(C)C)c1,24,-6,-6,2,0.76,7,-4,0.98,12
N#Cc1c(-c2ccccc2)c(-c2ccccc2)nn(CC(=O)NNC(=O)Nc2ccc(Cl)cc2)c1=O,-28,-3,-1,2,1.3,-3,-4,0.98,3.0
CCOC(=O)CN1C(=O)N[C@@H](c2ccc(Br)cc2)C(C(=O)OC)=C1C,9,-10,-5,-1,0.91,-8,2,1,-0.8
Cc1cccc(C(=O)NC(=S)Nc2ccc3[nH]c(=O)[nH]c3c2)c1,-13,3,-2,15,1.1,-3,-2,0.85,3.0
O=c1c2c(nc3nc(NCc4cccc(Cl)c4)[nH]n13)CCC2,4,-3,-2,0,0.96,-4,3,1,0.8

Copied from the list:
MIN6 prolif with COc1ccc(OC)c2c(C)cc(NCCN3CCOCC3)nc12 is entered as -1
mIAP block with CN1CCN(Cc2c(O)ccc3cc(Br)ccc23)CC1 is entered as 2

Sorted by number of heavy atoms (rising): some entries from above.
Molecule,hIAP block,A3G deaminase,A3A deaminase,mIAP block,hIAP activ,ATG4B inh,MIN6 prolif,mIAP activ,MPTP inh
Cc1cccc(C(=O)NC(=S)Nc2ccc3[nH]c(=O)[nH]c3c2)c1,-13,3,-2,15,1.1,-3,-2,0.85,3.0
COc1ccc(OC)c2c(C)cc(NCCN3CCOCC3)nc12,12,-1,2,-4,0.88,-4,-1,1,-0.8
CCOc1cc(-c2nc3cc(C)ccn3c2NCC2CCCO2)ccc1O (stereo not given),-54,1,-2,0,1.5,-9,1,1,-0.2
CCN(C(=O)Cn1nc(C)c([N+](=O)[O-])c1C)c1c(N)n(Cc2ccccc2)c(=O)[nH]c1=O,-13,-7,2,0,1.1,0,2,1,-0.8

(next part)
Molecule,hIAP block,A3G deaminase,A3A deaminase,mIAP block,hIAP activ,ATG4B inh,MIN6 prolif,mIAP activ,MPTP inh
CCSc1nnc(NC(=O)c2ccccn2)s1,-4,-2,0,-4,1,-11,-3,1,1.0
O=S(=O)(c1cccs1)N1CCN(CC(O)COc2cc(Cl)ccc2Cl)CC1 (stereo not given),20,4,1,8,0.8,-15,-4,0.92,87*
Cn1ncc2c(NNC(=O)Cc3ccccc3)ncnc21,-73,-5,4,21,1.7,7,-4,0.79,-0.3
O=C(Nc1cccc(-c2nn[nH]n2)c1)c1csc2c1CCCC2,10,10,-3,10,0.9,-6,-1,0.9,0.7
O=C(NCC12CC3CC(CC(C3)C1)C2)c1cc2n(n1)C(C(F)(F)F)CC(c1ccco1)N2 (stereo not given),16,1,1,8,0.84,9,-6,0.92,0.8
CCOC(=O)N1CCN(C(=O)CSCC(=O)Nc2nc(-c3ccc(OC)cc3)cs2)CC1,6,-1,-2,-1,0.94,-7,-3,1,3.6
CC(C)(C)NC(=O)/C=C/c1cccs1,-2,-8,-3,-4,1,-1,-2,1,0.9
O=C(O)CCNC(=O)OCC1c2ccccc2-c2ccccc21,16,-7,-6,3,0.84,3,8,0.97,-1.0
NNC(=O)c1ccc(Cn2cc(Cl)cn2)o1,-26,-5,-4,-4,1.3,-7,1,1,0.3
Cc1ccc(NC(=O)CCCc2nc3ccccc3c(=O)[nH]2)c(Cl)c1,1,-11,-7,0,0.99,-4,-3,1,1.1
CCOc1cccc(N2CCN(CCNC(=O)Nc3ccc(C)cc3)CC2)c1C,-31,-4,-3,-28,1.3,-8,-4,1.3,2.5
O=C(CSc1cccc[n+]1[O-])Nc1ccc(N2CCOCC2)cc1,-19,-13,-4,-15,1.2,·,-5,1.1,·
Cc1nc2cc(C(=O)OCC(=O)NC34CC5CC(CC(C5)C3)C4)ccc2n1-c1ccccc1,1,17,10,4,0.99,-15,0,0.96,4.0
Cc1ccc(C)c(NC(=S)c2ccc3ccccc3n2)c1,3,0,3,9,0.97,10,-1,0.91,0.0
COc1cc(NC(=O)CNC(=O)Cn2c(C)cc3ccccc3c2=O)cc(OC)c1OC,2,6,0,-1,0.98,-4,-3,1,-1.6
Cc1nc(N)nc(Nc2ccc(Cl)cc2)c1Br,0,-6,-2,3,1,-2,-2,0.97,4.3
O=C(COc1cc2oc(=O)c3c(c2cc1Cl)CCCC3)NCc1cccnc1,1,4,-3,-3,0.99,-1,1,1,-1.9
O=C(COC(=O)c1cncc(Br)c1)NCc1cccs1,-11,-7,-3,3,1.1,-5,2,0.97,-0.7
c1ccc(-n2nnnc2-c2cccnc2)cc1,6,-8,-2,8,0.94,6,-1,0.92,-0.1
CCN(C(=O)c1ccc(Cl)c([N+](=O)[O-])c1)c1ccccc1,1,-7,4,6,0.99,-10,-1,0.94,1.3
CCOC(=O)c1c(C)[nH]c(C(=O)COC(=O)C(C)N2C(=O)C3CCCCC3C2=O)c1C (stereo not given),8,0,3,1,0.92,-1,2,0.99,-0.7
O=C(CCCCCNC(=S)Nc1ccc(Cl)cc1)C[N+](=O)[O-],-6,0,-3,-6,1.1,-4,-1,1.1,0.8
Cc1ccsc1C(=O)N/N=C/C=C/c1ccccc1[N+](=O)[O-],-10,-1,3,19,1.1,21,-3,0.81,0.6
COC(=O)c1ccc(NC(=O)C2CCCO2)cc1 (stereo not given),-2,0,0,-5,1,-11,-3,1,1.1
FC(F)C(F)(F)c1cc(-c2ccccc2)n[nH]1,-11,-9,-1,13,1.1,-7,-2,0.87,5.5
O=C(Cc1cccc2ccccc12)NC(=S)Nc1cccc(C(=O)O)c1,-2,-3,-4,5,1,1,0,0.95,-1.8
CCCCN1C(=O)C(=O)N(CC(=O)Nc2sc(C)c(C)c2C(=O)OC)C1=O,6,-8,-4,-7,0.94,-3,-4,1.1,-1.4
Nc1ccccc1SCC1CSc2nc3ccccc3c(=O)n21 (stereo not given),10,-5,-2,-15,0.9,-5,0,1.1,-3.6
CCn1cc(C(=O)O)c(=O)c2cc(F)c(N/N=C/c3ccccc3[N+](=O)[O-])cc21,14,-5,0,5,0.86,4,-2,0.95,13
CCOC(=O)Cc1csc(NC(=O)Cc2ccc(C)cc2)n1,-5,-1,4,-1,1.1,1,-2,1,4.3
Cc1ncc(CN=Cc2ccc(Cl)cc2)c(N)n1,-3,-3,-1,5,1,-1,-2,0.95,0.0
COc1ccc2[nH]cc(C(=O)CN(C)CCc3ccc(OC)c(OC)c3)c2c1,-23,-6,-3,-4,1.2,0,-1,1,2.1
O=C1NC(c2ccccc2)=NC1(NS(=O)(=O)c1ccccc1)C(F)(F)F (stereo not given),3,-5,2,2,0.97,6,0,0.98,-1.8
O=C(NCC(c1cccnc1)N1CCN(c2ccccc2F)CC1)c1ccco1 (stereo not given),2,-1,-1,-6,0.98,7,2,1.1,1.3
CCOc1cc(C(=O)OCC(=O)NCc2ccco2)cc(OCC)c1OCC,1,8,26,5,0.99,2,5,0.95,1.0
CC(NC(=O)c1ccccc1)C(=O)N/N=C/c1ccc(O)cc1 (stereo not given),4,-1,1,-5,0.95,-3,-2,1,0.9
C=CCNC(=O)c1cc(Cl)cc(Cl)c1,-4,1,0,-1,1,-7,-2,1,1.1
Cc1cccc(NC(=O)/C=C/c2ccc(Cl)cc2)n1,24,-7,-2,20,0.76,0,0,0.8,-0.3
COc1ccc(CSc2nncn2C)cc1[N+](=O)[O-],2,-7,-3,-2,0.98,3,0,1,0.6
N#C/C(=C\c1cccnc1)C(=O)Nc1ccccc1[N+](=O)[O-],0,13,9,4,1,-4,2,0.95,-1.7
CCCS(=O)(=O)N1CCN=C1SCc1cccc(C)c1,-5,-3,-4,-6,1.1,-12,-2,1.1,1.6
O=C(NCCS(=O)(=O)N1CCN(c2ccccc2)CC1)C1CC1,-3,-12,-4,4,1,-3,-4,0.96,-2.1
O=C(O)C(Cc1ccccc1)N1C(=O)/C(=C/c2ccccc2)SC1=S (stereo not given),4,-4,-3,10,0.96,18,-3,0.9,1.5
O=C(Nc1cnn(Cc2ccc(Cl)cc2)c1)C1CCCC1,5,-8,-3,4,0.95,1,-3,0.96,-3.2
